WT yeast gro inh: growth inhibition of WT strain, primary screen, mitochondrial fusion inhibitor project, WT and mutant strains, chemical genetic; mitochondrial fusion phenotypic screen; inhibition, % at 10 µM; hit rate 2.1% among 190,000; in the data active = inhibition above about 58%; tested in S. cerevisiae
Lipid droplet: inhibitors of hepatocyte lipid droplet formation, primary screen, imaging, high-throughput imaging, BODIPY stain. AML12 mouse hepatocytes, oleate lipid droplets. AID 1656, 2009. hit rate 0.4% among 240,000. inhibition, % at 6.5 µM;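 active = lipid droplet intensity inhibited by at least 50%, with more than 500 cells counted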
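Assay system: AML12 hepatocytes (mouse) / Also added: 100 µM oleic acid challenge / Times: overnight treatment with compound plus oleate / Detection: high-content imaging of BODIPY-stained droplets and DAPI nuclei / Evaluation: % inhibition of lipid droplet signal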
MT stabilizer: microtubule stabilizers in HeLa cells, primary screen, imaging, high-content imaging | HeLa tubulin immunostaining HCS, 24 h; share of cells brighter than vehicle mean+2SD | % tubulin-high responders, % at 10 µM | hit rate 0.83% among 200,000;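 active = plate Z-score above 3 for both tubulin-high and condensed-nucleus cell shares, with cell loss under 80%, at 10 µM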;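 also: anti alpha tubulin signal scored within the nucleus-defined area of each cell; some results filed as inactive read as strong as hits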
XIAP antagonists: XIAP antagonists, biochemical, IAP family, fluorescence polarization (AID 1018). E3 ubiquitin-protein ligase XIAP (Homo sapiens). hit rate 0.007% among 200,000. displacement, % at 20 µM; hits with a dose series show IC50 in µM. XIAP BIR domain, fluorescence polarization peptide displacement; higher % means a stronger effect; in the data active = displacement above about 50%; also: a part of the inactive calls stands beside numbers as strong as those of hits
b-catenin transl: modulators of beta-catenin nuclear translocation, primary screen, imaging, HeLa cells, immunofluorescence, high-content; nuclear translocation activity, % at 5 µM; hit rate 0.3% among 190,000; AID 1665, 2009;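 active = nuclear translocation activity above 50% at 5 µM, with a well cell count of 50 or more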;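 also: per-cell ratio of nuclear to cytoplasmic median beta-catenin stain intensity; plate controls were DMSO negative control for no effect and GSK-3 inhibitor IX positive control for full effect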
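Read-out: Nuclear/cytoplasmic beta-catenin signal ratio, % activation | Assay system: Human HeLa cell line | Times: 24 h compound exposure at 37°C, 5% CO2 | Signal: Fluorescence imaging of beta-catenin antibody stain plus DAPI | Dosing: 5 µM primary, 0.02–20 µM confirmation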
Dynein cargo inh: inhibitors of GR-EGFP nuclear translocation, primary screen, dynein cargo transport inhibitor project, imaging, high-content, 3617.4 mouse cells; test concentration mostly 20 µM; stimulated with dexamethasone, 1 µM; active compounds read low; z-score, hits read low; hit rate 0.47% among 220,000; AID 1381, 2008;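 active = plate z-score of nuclear minus cytoplasmic receptor signal below a set negative limit, without overly bright fluorescence or cell loss, cut at about -3.5 in these data, passing the limit was not always enough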;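 also: z-score of nuclear minus cytoplasmic ring GR-EGFP intensity difference per well; some compounds called inactive have numbers as strong as hits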
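Also added: dexamethasone, 1.0 µM final. Medium: tet-free, stripped-serum medium. Detection: fixed, Hoechst-stained cells imaged at 10x for EGFP. Read-out: nuclear-to-cytoplasmic GR-EGFP distribution per well. Times: induction 48 h, compound 1 h, agonist 30 min.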
Insulin prom up: insulin promoter activators in MIN6 cells, imaging, high-content screening, mouse beta cells. z-score at 5 µM. hit rate 0.3% among 190,000. MIN6 insulin promoter-GFP reporter; active compounds read high. AID 1625, 2009;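 active = z-score above 3 at 5 µM with at least 500 cells counted in the well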
ER stress rescue: rescue of cells from ER stress-induced death, primary screen, 384-well, CSM14.1, thapsigargin, ATP luminescence (AID 1222) | CSM14.1 thapsigargin-induced death rescue, ATP luminescence; higher % means a stronger effect | one-dose cellular ATP content (survival), % at 20 µM; EC50 in µM for titrated hits | 190,000 tested, under 10 active;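 active = EC50 below 50 µM in the dose-response confirmation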;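 also: death triggered by thapsigargin at about 15 µM added after 2 h compound pretreatment; cell ATP read after overnight thapsigargin exposure of roughly 18 to 22 hours; normalized against plate controls of thapsigargin alone and 5% DMSO vehicle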
Autophagy mod: autophagy modulators in MEF cells, primary screen, imaging, high-content, MEF GFP-LC3. MEF GFP-LC3 puncta imaging; test concentration mostly 10 µM. calls only at 10 µM (by protocol). hit rate 0.98% among 190,000;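 active = percentage of spot-positive cells more than 3 SD above its plate mean, without a fluorescence outlier flag or 80% toxicity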;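 also: spot-positive cell cutoff set from DMSO-treated cells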
WT yeast gro inh mutant strain: further read-out of WT yeast gro inh, marked with its call; inhibition, %; mitochondrial fusion phenotypic screen, mutant strain inhibition
Dynein cargo inh cytoplasmic EGFP: further read-out of Dynein cargo inh, marked with its call; z-score; measured here: cytoplasmic GR-EGFP intensity; active compounds read high
Dynein cargo inh nuclear GR-EGFP: recorded beside Dynein cargo inh, whose call it bears; z-score; measured here: nuclear GR-EGFP intensity;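 lower value marks the stronger effect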
Dynein cargo inh cell count: further read-out of Dynein cargo inh, marked with its call; z-score; measured here: cell count per field
Insulin prom up cell count: recorded beside Insulin prom up, whose call it bears; cell count; measured here: cytotoxicity, nuclei count;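 total cells summed across four imaged fields per well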
Lipid droplet cells 6.5 µM: recorded beside Lipid droplet, whose call it bears; cell count; measured here: cell count, cytotoxicity flag;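 cells counted across two imaged fields per well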
b-catenin transl cell count 5 µM: also measured in b-catenin transl; calls as there; cell count; measured here: cell count, cytotoxicity flag
MT stabilizer Hoechst-high %: further read-out of MT stabilizer, marked with its call; % Hoechst-high responders; measured here: nuclear condensation Hoechst responders;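 share of cells brighter than vehicle mean plus two SD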
MT stabilizer cytotoxicity %: second read-out of MT stabilizer, no call of its own (marks repeat the call); toxicity, %; measured here: cytotoxicity by cell density;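 0% = mean cell density of plate MIN control wells and 100% = no cells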
Autophagy mod cell loss 18 h: second read-out of Autophagy mod, no call of its own (marks repeat the call); toxicity, %; measured here: cell loss, nuclei count;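 cell loss after 18 h compound exposure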
* = called active by the depositor.

Screening Cc1cc(/C=N/NC(=O)c2nn(C)cc2Cl)c(C)n1-c1cccc(Br)c1 returned WT yeast gro inh 18.7, Lipid droplet -3.4, MT stabilizer 2.8, XIAP antagonists -1.3%, b-catenin transl -1.9, Dynein cargo inh 0.909, Insulin prom up -0.05, ER stress rescue -3.4%, Autophagy mod inactive, WT yeast gro inh mutant strain -21.4, Dynein cargo inh cytoplasmic EGFP -0.0517, Dynein cargo inh nuclear GR-EGFP 1.94, Dynein cargo inh cell count -1.6, Insulin prom up cell count 1242, Lipid droplet cells 6.5 µM 744, b-catenin transl cell count 5 µM 568, MT stabilizer Hoechst-high % 1.4, MT stabilizer cytotoxicity % 5.6 and Autophagy mod cell loss 18 h 23.0.
For CC(C)(C)C(=O)NNc1nc(-c2ccccc2)c2cc(Br)ccc2n1 the results were WT yeast gro inh 32.5, Lipid droplet -0.6, MT stabilizer 5.2, XIAP antagonists -5.3%, b-catenin transl 0.3, Dynein cargo inh 0.247, Insulin prom up -0.17, ER stress rescue 1.3%, Autophagy mod inactive, WT yeast gro inh mutant strain 0.1, Dynein cargo inh cytoplasmic EGFP -0.257, Dynein cargo inh nuclear GR-EGFP 0.197, Dynein cargo inh cell count -0.208, Insulin prom up cell count 1311, Lipid droplet cells 6.5 µM 525, b-catenin transl cell count 5 µM 1009, MT stabilizer Hoechst-high % 2.8, MT stabilizer cytotoxicity % 11.7 and Autophagy mod cell loss 18 h -1.3.
`CCOCc1nc(N)[nH]c(=O)c1Cc1ccc(OC(C)C)cc1` gave WT yeast gro inh 2.7, Lipid droplet -7.1, MT stabilizer 3.2, XIAP antagonists -3.9%, b-catenin transl -3.9, Dynein cargo inh 1.98, ER stress rescue -0.6%, Autophagy mod inactive, WT yeast gro inh mutant strain 5.7, Dynein cargo inh cytoplasmic EGFP -0.223, Dynein cargo inh nuclear GR-EGFP 0.856, Dynein cargo inh cell count -0.299, Lipid droplet cells 6.5 µM 705, b-catenin transl cell count 5 µM 1252, MT stabilizer Hoechst-high % 1.3, MT stabilizer cytotoxicity % 8.0 and Autophagy mod cell loss 18 h 3.0.
COC(=O)Nc1ccc(S(=O)(=O)Nc2ccc(C(=O)O)cc2)cc1 was read as WT yeast gro inh -9.8, Lipid droplet -0.7, MT stabilizer 4.0, XIAP antagonists -8.0%, b-catenin transl 0.3, Dynein cargo inh 0.876, Insulin prom up -0.62, ER stress rescue -0.4%, Autophagy mod inactive, WT yeast gro inh mutant strain -7.6, Dynein cargo inh cytoplasmic EGFP -0.373, Dynein cargo inh nuclear GR-EGFP -0.29, Dynein cargo inh cell count 0.527, Insulin prom up cell count 1523, Lipid droplet cells 6.5 µM 650, b-catenin transl cell count 5 µM 1478, MT stabilizer Hoechst-high % 2.1, MT stabilizer cytotoxicity % 10.2 and Autophagy mod cell loss 18 h -5.2.
Oc1cccc2c(NC(=S)Nc3ccc(OC(F)F)cc3)cccc12 was read as WT yeast gro inh 44.7, Lipid droplet 0.4, MT stabilizer 1.2, XIAP antagonists -7.4%, b-catenin transl -2.2, Dynein cargo inh -0.512, Insulin prom up -0.17, ER stress rescue -0.8%, Autophagy mod inactive, WT yeast gro inh mutant strain 42.1, Dynein cargo inh cytoplasmic EGFP -0.297, Dynein cargo inh nuclear GR-EGFP -0.65, Dynein cargo inh cell count 0.707, Insulin prom up cell count 1259, Lipid droplet cells 6.5 µM 707, b-catenin transl cell count 5 µM 534, MT stabilizer Hoechst-high % 3.7, MT stabilizer cytotoxicity % 4.5 and Autophagy mod cell loss 18 h -5.5.
Screening Cn1c(SCc2cc(=O)[nH]c3ccccc23)nnc1-c1ccc(Br)cc1 returned Lipid droplet 0.3, MT stabilizer 0.8, XIAP antagonists -2.7%, b-catenin transl -2.3, Dynein cargo inh -0.152, Insulin prom up -0.51, ER stress rescue -3.5%, Autophagy mod inactive, Dynein cargo inh cytoplasmic EGFP -0.221, Dynein cargo inh nuclear GR-EGFP -0.00181, Dynein cargo inh cell count 0.807, Insulin prom up cell count 907, Lipid droplet cells 6.5 µM 750, b-catenin transl cell count 5 µM 1209, MT stabilizer Hoechst-high % 1.2, MT stabilizer cytotoxicity % 4.7 and Autophagy mod cell loss 18 h -9.7.
Screening CCOc1ccc(C(c2c(C)[nH][nH]c2=O)c2c(C)[nH][nH]c2=O)cc1OC returned WT yeast gro inh -1.8, MT stabilizer 1.3, XIAP antagonists -6.3%, b-catenin transl 2.4, Dynein cargo inh -0.569, Insulin prom up 0.54, ER stress rescue -1.2%, Autophagy mod inactive, WT yeast gro inh mutant strain 4.0, Dynein cargo inh cytoplasmic EGFP -0.188, Dynein cargo inh nuclear GR-EGFP -0.345, Dynein cargo inh cell count 0.712, Insulin prom up cell count 1419, b-catenin transl cell count 5 µM 1337, MT stabilizer Hoechst-high % 1.3, MT stabilizer cytotoxicity % 5.2 and Autophagy mod cell loss 18 h 4.7.
`C/C(=C\C(=O)c1ccc(Br)cc1)N1CCCCC1` gave WT yeast gro inh 12.2, MT stabilizer 2.4, XIAP antagonists -5.5%, b-catenin transl -1.1, Dynein cargo inh -0.832, Insulin prom up -0.22, ER stress rescue 2.7%, Autophagy mod inactive, WT yeast gro inh mutant strain 9.8, Dynein cargo inh cytoplasmic EGFP -0.00154, Dynein cargo inh nuclear GR-EGFP -0.242, Dynein cargo inh cell count 0.0873, Insulin prom up cell count 1121, b-catenin transl cell count 5 µM 895, MT stabilizer Hoechst-high % 1.6, MT stabilizer cytotoxicity % 0.6 and Autophagy mod cell loss 18 h -23.4.
CCn1cc([N+](=O)[O-])c(C(=O)N2N=C(c3ccc(Cl)c(Cl)c3)CC2c2ccccc2O)n1 (stereo not drawn) was read as WT yeast gro inh 0.5, Lipid droplet 23.3, MT stabilizer 2.9, XIAP antagonists -6.6%, b-catenin transl 2.8, Dynein cargo inh -1.19, Insulin prom up -0.88, ER stress rescue -2.9%, Autophagy mod inactive, WT yeast gro inh mutant strain 15.8, Dynein cargo inh cytoplasmic EGFP -0.192, Dynein cargo inh nuclear GR-EGFP -1.28, Dynein cargo inh cell count 0.581, Insulin prom up cell count 1582, Lipid droplet cells 6.5 µM 676, b-catenin transl cell count 5 µM 881, MT stabilizer Hoechst-high % 2.2, MT stabilizer cytotoxicity % 2.5 and Autophagy mod cell loss 18 h -1.1.
Screening N/C(=N\OC(=O)CCCOc1ccc(Cl)cc1Cl)c1ccccn1 returned WT yeast gro inh 20.5, Lipid droplet -0.1, MT stabilizer 7.3, XIAP antagonists -12.3%, b-catenin transl -0.1, Dynein cargo inh 0.735, Insulin prom up 0.7, ER stress rescue 0.0%, Autophagy mod inactive, WT yeast gro inh mutant strain 26.0, Dynein cargo inh cytoplasmic EGFP 1.18, Dynein cargo inh nuclear GR-EGFP 0.822, Dynein cargo inh cell count 0.416, Insulin prom up cell count 1446, Lipid droplet cells 6.5 µM 676, b-catenin transl cell count 5 µM 1014, MT stabilizer Hoechst-high % 1.6, MT stabilizer cytotoxicity % 5.1 and Autophagy mod cell loss 18 h 9.3.
Screening CCOC(=O)c1ccc(NC(=O)CNS(=O)(=O)c2ccccc2)cc1 returned WT yeast gro inh -10.3, Lipid droplet -6.3, MT stabilizer 3.9, XIAP antagonists -3.2%, b-catenin transl -1.5, Dynein cargo inh 0.28, ER stress rescue -1.9%, Autophagy mod inactive, WT yeast gro inh mutant strain 5.1, Dynein cargo inh cytoplasmic EGFP -0.205, Dynein cargo inh nuclear GR-EGFP 0.0445, Dynein cargo inh cell count -0.528, Lipid droplet cells 6.5 µM 710, b-catenin transl cell count 5 µM 533, MT stabilizer Hoechst-high % 2.6, MT stabilizer cytotoxicity % 7.6 and Autophagy mod cell loss 18 h 3.1.
`O=C(NCc1ccc(OC(F)(F)F)cc1)C1CC(c2cccc(F)c2)=NO1` (stereo not drawn) gave Lipid droplet -0.2, b-catenin transl 0.7, Dynein cargo inh 0.625, Insulin prom up 0.47, Dynein cargo inh cytoplasmic EGFP -0.711, Dynein cargo inh nuclear GR-EGFP 0.539, Dynein cargo inh cell count -0.897, Insulin prom up cell count 940, Lipid droplet cells 6.5 µM 750 and b-catenin transl cell count 5 µM 1068.
`Cc1ccc(S(=O)(=O)Nc2ccc(S(=O)(=O)Nc3ncccn3)cc2)cc1` gave WT yeast gro inh -2.2, MT stabilizer 5.0, XIAP antagonists -4.8%, b-catenin transl -0.9, Dynein cargo inh -0.468, Insulin prom up 1.43, ER stress rescue 0.7%, Autophagy mod inactive, WT yeast gro inh mutant strain -1.7, Dynein cargo inh cytoplasmic EGFP 0.147, Dynein cargo inh nuclear GR-EGFP 0.179, Dynein cargo inh cell count -0.966, Insulin prom up cell count 1102, b-catenin transl cell count 5 µM 1152, MT stabilizer Hoechst-high % 2.7, MT stabilizer cytotoxicity % 10.4 and Autophagy mod cell loss 18 h 12.8.
